Screening results deposited in PubChem by several laboratories.
proCasp3 act = procaspase-3 (human) activation; activation, % at 8.5 µM; recombinant procaspase-3 D3A, Ac-DEVD-pNA absorbance 405 nm; 0.11% of 330,000 active;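 active = activation above the mean of all tested compounds plus 3 SD, cut at about 21% in these data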;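 also: 0% = DMSO alone and 100% = DMSO wells spiked with extra 5 µM PC-3 D3A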
Target sequence (P42574 whole entry D9A/D28A/D175A): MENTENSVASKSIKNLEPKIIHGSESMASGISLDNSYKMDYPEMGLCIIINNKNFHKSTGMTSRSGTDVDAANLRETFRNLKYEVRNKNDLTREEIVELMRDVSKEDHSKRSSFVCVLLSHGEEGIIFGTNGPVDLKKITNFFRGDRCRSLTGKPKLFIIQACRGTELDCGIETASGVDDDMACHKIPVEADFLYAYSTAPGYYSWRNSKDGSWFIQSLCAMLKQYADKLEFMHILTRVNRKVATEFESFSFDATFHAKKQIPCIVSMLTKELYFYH
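System: Procaspase-3 D3A mutant. Medium: Zinc-free 300 mM NaCl, 50 mM HEPES, 0.01% Triton X-100. Schedule: 1 h preincubation plus 2 h reaction at 25 °C. Measured by: 405 nm absorbance of p-nitroaniline, reads at 0 and 120 min. Read-out: percent activation relative to control range.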
core dimer inh = HCV core protein dimerization inhibition. TR-FRET GST/Flag-core106 dimerization, 1536-well. inhibition, % at 5 µM. 0.33% of 300,000 active. AID 1899;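 active = inhibition above the mean of all tested compounds plus 3 SD, set per screening campaign, cut at about 45% in these data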
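test system = GST/Flag-tagged HCV core106 proteins | probe or stimulus = Eu donor and XL665 acceptor anti-tag antibodies | times = compound-protein-antibody incubation 4 h at 22.5 °C | signal = TR-FRET, excitation 340 nm, emission 617 and 671 nm | measure = percent inhibition of core106 dimerization signal | controls = wells lacking GST-core106 and wells with excess unlabelled core106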
TPT1 inh = inhibitors of Candida albicans tRNA 2'-phosphotransferase TPT1; recombinant caTPT1, FP RNA substrate dephosphorylation; inhibition, % at 5 µM; 0.81% of 300,000 active;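 active = inhibition above the mean of all tested compounds plus 3 SD, set per screening campaign, cut at about 24% in these data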;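 also: plate controls were DMSO alone for no effect and ferristatin control at 100 nM for full effect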
CTSL1 counter = cathepsin L1 inhibition, PFM18AAP counter-screen. recombinant F. hepatica cathepsin L1, Z-Leu-Arg-MCA fluorescence. inhibition, % at 5.96 µM. 0.49% of 300,000 active;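 active = inhibition above the mean of all tested compounds plus 3 SD, set per screening campaign, cut at about 17% in these data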;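 also: 0% = plate median of test compound wells and 100% = 1 µM Z-Phe-Ala-diazomethylketone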
PP5 inh = blocks human protein phosphatase 5 activity; P53041; purified PP5c, OMFP substrate fluorescence; inhibition, % at 6.7 µM; 0.18% of 320,000 active;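 active = inhibition above the campaign's mean inhibition across all tested compounds plus 3 SD, cut at about 9.5% in these data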;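 also: 0% = DMSO only and 100% = 100 µM cantharidin control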
Target sequence (P53041 whole entry, looked up): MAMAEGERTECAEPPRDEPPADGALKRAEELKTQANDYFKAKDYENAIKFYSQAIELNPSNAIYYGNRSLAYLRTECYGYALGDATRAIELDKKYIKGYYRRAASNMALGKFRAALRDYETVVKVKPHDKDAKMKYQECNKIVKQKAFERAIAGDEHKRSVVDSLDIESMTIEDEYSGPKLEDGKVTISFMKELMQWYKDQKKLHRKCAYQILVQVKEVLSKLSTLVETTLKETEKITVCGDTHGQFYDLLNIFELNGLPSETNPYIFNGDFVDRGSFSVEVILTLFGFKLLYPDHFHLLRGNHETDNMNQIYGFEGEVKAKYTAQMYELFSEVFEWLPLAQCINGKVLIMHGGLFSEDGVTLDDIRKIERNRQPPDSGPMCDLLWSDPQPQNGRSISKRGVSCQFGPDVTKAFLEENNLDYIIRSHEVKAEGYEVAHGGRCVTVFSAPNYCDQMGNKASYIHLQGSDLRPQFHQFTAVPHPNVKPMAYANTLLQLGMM
Efflux pump inh = inhibitors of Candida antifungal efflux pumps expressed in yeast. S. cerevisiae Candida pump triplex, Nile Red efflux. inhibition, % at 10 µM. 0.44% of 330,000 active. AID 485275;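 active = plate passing quality check with inhibition over a set limit, or well fluorescence over plate mean plus 4 SD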;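 also: Nile Red retained in pooled yeast measured as flow cytometry median fluorescence; 0% = buffer negative control and 100% = Enniatin B positive control; higher means more Nile Red kept so more efflux inhibition; some compounds called inactive have numbers as strong as hits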
procasp7 counter = activates human procaspase-7, counter-screen for procaspase-3 activators; 0.093% of 330,000 active; recombinant procaspase-7, Ac-DEVD-pNA absorbance 405 nm; D23A/D198A/D206A triple mutant, cannot self-cleave; scale: DMSO 0, 5 µM enzyme 100; P55210; activation, % at 8.5 µM;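 active = percent activation above the screen-wide mean plus 3 SD, cut at about 25% in these data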
Target sequence (P55210 whole entry D23A/D198A/D206A): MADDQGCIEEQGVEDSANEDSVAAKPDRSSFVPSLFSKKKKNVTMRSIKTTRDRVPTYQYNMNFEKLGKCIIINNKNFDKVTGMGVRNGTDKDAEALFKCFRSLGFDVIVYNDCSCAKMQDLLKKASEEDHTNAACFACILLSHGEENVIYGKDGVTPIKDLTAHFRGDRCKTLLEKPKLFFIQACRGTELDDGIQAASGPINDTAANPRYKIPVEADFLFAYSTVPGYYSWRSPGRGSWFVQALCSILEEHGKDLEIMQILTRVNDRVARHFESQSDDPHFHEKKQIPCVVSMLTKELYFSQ
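buffer or medium = Zinc-free HEPES/NaCl buffer, pH 7.4 | material = Procaspase-7 triple mutant (PC-7 D3A) | input = 2 µM procaspase-7 mutant as dispensed | signal = Epi-absorbance of released pNA at 405 nm, two timepoints | timing = 1 h preincubation, 2 h reaction | replicates = singlicate compound testing | evaluation = % activation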
JMJD2C inh = human JMJD2C demethylase inhibition; 0.069% of 330,000 active; Q9H3R0; inhibition, % at 2.35 µM; GST-JMJD2C(1-420) H3K9me3 demethylation, DELFIA europium;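 active = more than half of a compound's replicate wells show inhibition beyond 50%, single wells judged on their own value; inconclusive = some, but no more than half, of replicates pass 50% inhibition; inactive = no replicate passes 50% inhibition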;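 also: signal counts dimethyl H3K9 product captured on neutravidin plate; 0% = median of DMSO wells and 100% = 0.3 times that DMSO median; strong numbers were not always called active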
PP1 counter = counter-screen for PP5 inhibitors: inhibitors of human PP1-alpha | P62136 | purified PP1alpha, OMFP fluorescence | inhibition, % at 6.7 µM | 0.9% of 320,000 active;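 active = inhibition above the mean inhibition of all tested compounds plus 3 SD, computed separately for each screening campaign, cut at about 15% in these data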
Starred values were filed as active, the others as inactive; i = inactive; ? = inconclusive; . = no result given; & = joins results of further samples. This is a subset; rates above refer to the full screens.

SMILES | proCasp3 act | core dimer inh | TPT1 inh | CTSL1 counter | PP5 inh | Efflux pump inh | procasp7 counter | JMJD2C inh | PP1 counter
OC1(c2ccccc2F)CC2CCC(C1)N2CCN1CCOCC1 (centres undefined) | 6.7 | 1.5 | -1.0 | -2.1 | -1.9 | 0.0 | 4.6 | 6.0 | -1.1
CCCCn1c(O)c(C(CC)=NCc2ccco2)c(=O)[nH]c1=O | 5.5 | -3.2 | -2.6 | 1.3 | 3.0 | 0.0 | 7.3 | 29.1 | 0.1
COC(=O)C1=Nc2ccccc2/C1=C\c1c(O)n(-c2ccc(OC)cc2)c(=O)[nH]c1=O | -7.2 | 4.3 | 11.4 | 2.8 | 2.6 | -0.3 | -14.4 | 34.4 | 0.8
O=c1[nH]c(=S)[nH]c(O)c1/C=N/N1CCOCC1 | 3.3 | 0.0 | -0.1 | -0.1 | 2.1 | 0.1 | -2.4 | 4.1 | -8.3
CC1CN(c2ccc([N+](=O)[O-])cc2Cl)CCN1 (centres undefined) | -0.1 | -9.6 | 0.3 | -0.7 | 1.0 | 0.0 | -15.3 | -37.5 | 4.5
COc1ccccc1-n1c(-c2ccccc2Cl)nc2ccccc2c1=O | 2.6 | 3.4 | 1.4 | -0.2 | 5.0 | -0.1 | 5.6 | 1.7 | 1.4
O=C(c1cccc(Cl)c1)C1CCCN(Cc2cccc3cnccc23)C1 (centres undefined) | -1.4 | 3.5 | 5.0 | 0.0 | 4.5 | 0.1 | -3.9 | -3.0 | -1.1
CC(C)CCNC(=O)c1c(N)n(CC2CCCO2)c2nc3ccccc3nc12 (centres undefined) | 24.7* | 6.6 | 1.5 | -0.2 | 9.2 | 0.1 | 19.9 | 8.4 | 2.0
COC(=O)CN1C(=O)C2(C(C(=O)OC)=C(N)Oc3ccccc32)C2=C1CC(C)(C)CC2=O (centres undefined) | -1.5 | 1.1 | -0.8 | -2.3 | -2.1 | 0.0 | 3.8 | -44.5 | -0.8
FC(F)(F)/C(=N\P(=S)(N1CCOCC1)N1CCOCC1)N1CCOCC1 | -13.8 | -3.3 | -0.6 | -0.3 | -4.3 | -0.1 | -18.8 | ? | -4.1
Cc1ccc(S(=O)(=O)NC(CC(=O)N2CCC3(CC2)OCCO3)c2ccco2)cc1 (centres undefined) | 2.5 | -2.3 | -2.5 | -2.2 | 0.9 | 0.1 | -5.4 | 6.1 | -1.6
Cc1nonc1OCCNc1ccc([N+](=O)[O-])c2cccnc12 | -3.0 | -2.6 | -0.4 | -1.1 | 2.3 | 0.3 | -0.2 | 8.8 | 2.6
O=C(N/N=C/c1c(O)n(Cc2ccccc2)c(=O)[nH]c1=O)c1ccccc1O | 0.5 | 0.0 | 5.5 | 5.1 | 2.9 | 13.9* | -8.1 | -11.5 | 8.1
CCCCn1c(O)c(C(=O)/C=C/c2ccc3c(c2)OCO3)c(=O)[nH]c1=O | -6.9 | 4.8 | 3.7 | -1.7 | 1.2 | -0.1 | -7.5 | 4.6 | -1.4
ClCCNc1nc2ccc(Cl)cc2[nH]1 | 5.3 | -0.4 | -1.3 | 5.8 | 1.7 | 0.2 | 2.4 | 0.3 | 0.1
O=C1NC(=O)C(CCc2ccncc2)(CCc2ccncc2)C(=O)N1Cc1ccccc1 | 10.9 | -2.2 | -6.1 | 0.2 | 2.0 | -0.2 | 7.5 | -4.3 | 0.1
Cc1ccc2c(c1)N(C(=O)CCC(=O)N1CCC3(CC1)OCCO3)CCO2 | 4.4 | -1.1 | -1.9 | 2.2 | -0.3 | -0.1 | -1.3 | -2.7 | 2.3
C=Cn1ccnc1P(=S)(c1nccn1C=C)c1nccn1C=C | 4.6 | 0.1 | -6.6 | -2.0 | -0.1 | 0.3 | 6.3 | -3.2 | -4.2
CCC(=O)c1ccc(OC)c(OC)c1 | 10.3 | -4.6 | 3.6 | 0.6 | 1.3 | 0.3 | 3.0 | 2.2 | -3.5
C/C=C(\C)C(=O)N[C@@H](c1ccccc1)[C@@H](O)C(=O)O[C@H]1C[C@@]2(O)[C@@H](OC(=O)c3ccccc3)C3[C@](C)(C(=O)[C@H](OC(C)=O)C(=C1C)C2(C)C)[C@@H](O)C[C@H]1OC[C@@]31OC(C)=O (some centres undefined) | 1.1 | -7.5 | -0.3 | 0.8 | 3.0 | 0.1 | -5.8 | 5.7 | 2.8
CC(C)CCn1c(=O)c(C(=O)Nc2ccccc2S(N)(=O)=O)c(O)c2ccccc21 | -5.5 | 15.1 | -2.7 | 1.1 | 0.6 | 0.0 | 2.4 | 2.8 | 2.5
N[C@@H]1CCCC[C@H]1N.O=C(O)C(=O)O.[Pt] | -15.7 | -0.5 | -1.8 | -1.1 | -0.9 | -0.1 | -33.3 | 0.2 | 3.7
CCOc1ccc(N=C2SCCCN2C)cc1 | -12.1 | 1.0 | 1.9 | -0.9 | 0.2 | 0.1 | -14.5 | 10.3 | -4.5
CCCOP(=O)(O)c1c([N+](=O)[O-])cc(C(F)(F)F)cc1[N+](=O)[O-] (tested in a mixture with another compound) | -3.0 | -3.4 | 4.3 | -0.3 | 1.7 | 0.1 | 8.8 | 3.0 | -4.8
O=c1c2ccccc2nc(-c2ccccc2F)n1-c1ccccc1 | -0.4 | -6.1 | -1.6 | -2.0 | 4.7 | 0.0 | 5.1 | -13.1 | -3.1
More results:
SMILES | proCasp3 act | core dimer inh | TPT1 inh | CTSL1 counter | PP5 inh | Efflux pump inh | procasp7 counter | JMJD2C inh | PP1 counter
O=C1NC(c2cccnc2)Nc2sc3c(c21)CCCC3 (centres undefined) | 1.3 | -4.3 | 1.2 | 5.7 | -0.2 | -0.1 | -8.9 | 2.7 | 0.4
COc1cc(C)cc2oc(=O)c(CC(=O)N3C[C@H]4C[C@@H](C3)c3cccc(=O)n3C4)c(C)c12 | 2.0 | 2.2 | -1.5 | -0.4 | 2.8 | 0.0 | -10.7 | i | -6.2
COc1ccc(C=O)cc1 | 9.4 | . | . | . | 0.7 | 0.1 | 4.4 | 11.4 | -2.3
Cc1ccsc1C(=O)C1CCCN(Cc2c(C)nn(C(C)C)c2C)C1 (centres undefined) | 5.7 | -3.2 | 0.1 | -4.0 | 3.5 | 0.1 | 2.5 | -21.4 | 2.2
Clc1ccc(CCC(Cn2ccnc2)Sc2c(Cl)cccc2Cl)cc1 (centres undefined) | 4.2 | 13.0 | -2.7 | -1.4 | 4.6 | 0.1 | -0.5 | . | 33.8*
CN(C)C(Cc1ccccc1)C(=O)c1ccccc1 (centres undefined) | 8.6 | 1.1 | -1.9 | -2.9 | -2.1 | -0.2 | -3.7 | -11.6 | -2.6
O=C(C1CC(=O)N(C2CCCCC2)C1)N1CCC2(CC1)OCCO2 (centres undefined) | 2.6 | 2.4 | -0.1 | -0.8 | -1.8 | 0.1 | 0.8 | 2.1 | -6.5
COc1ccc(-n2c(O)c(C=Nc3c(C)n(C)n(-c4ccccc4)c3=O)c(=O)[nH]c2=O)cc1 | -7.5 | 8.3 | 2.4 | -5.8 | 3.2 | 0.5 | -5.4 | 6.8 | 8.6
Cc1cc(OC(=O)N(C)C)nc(SCc2c(Cl)cccc2Cl)n1 | -3.6 | -3.3 | 1.9 | 4.6 | 3.2 | 0.1 | -1.4 | 4.3 | 1.6
COc1cc(CCN)ccc1O | -0.8 | -0.6 | 2.1 | -4.2 | 2.6 | -0.1 | -8.2 | . | 1.0
COC(=O)C1=C(c2ccc(OC)c(OC)c2)C[C@@H]2CC[C@H]1N2C(=O)NCCCOC(C)C | 3.7 | . | . | . | -1.8 | -0.1 | 16.7 | 1.5 | -5.2
O=C(c1ccc2c(c1)OCO2)C1CCCN(Cc2c(F)cccc2Cl)C1 (centres undefined) | 5.7 | -19.3 | -3.0 | -0.9 | 3.0 | -0.2 | -3.5 | 3.3 | -2.6
Cn1cccc1C1CCCN1CC(=O)Nc1ccc(C#N)c(Cl)c1 (centres undefined) | -4.9 | . | . | . | . | 0.0 | -6.7 | 4.3 | .
CCOC(=O)C1=C(C)OC(N)=C(C(=O)OCC)C12C(=O)Nc1ccc(Br)cc12 (centres undefined) | 3.0 | 4.9 | 2.0 | 1.2 | 0.9 | 0.3 | 1.6 | -3.0&0.3 | -1.8
COc1ccc2[nH]c3c(c2c1)CCNC3C (centres undefined) | 6.1 | 5.0 | 1.5 | -2.2 | -1.2 | 0.0 | -4.7 | 13.8 | 0.5
C[N+]1(C)[C@@H]2CC[C@H]1CC(OC(=O)C(c1ccccc1)c1ccccc1)C2 (some centres undefined) | 0.1 | 2.4 | -1.4 | 3.9 | 2.1 | -0.1 | -3.2 | 23.5 | -0.6
N/C(=N\[N+](=O)[O-])NCCCC(NC(=O)CNC(=O)c1ccccc1)C(=O)O (centres undefined) | -1.5 | -2.1 | -8.5 | 0.7 | 2.5 | 0.1 | 10.9 | -38.7 | -2.7
COc1ccccc1-n1c(Cc2ccccc2)nc2ccccc2c1=O | -0.3 | 1.4 | 0.1 | -2.9 | -0.7 | 0.1 | 5.5 | -6.5 | 2.2
COc1ccc(OCC(=O)N2CCN(C3CCC(c4ccccc4)CC3)CC2)cc1 (centres undefined) | 11.0 | 8.1 | -0.9 | -2.5 | 5.8 | -0.1 | 15.3 | 5.2 | -2.8
CCN1C(=O)NC(=O)/C(=C\c2cn(CC(=O)N3CCCCC3C)c3ccccc23)C1=O (centres undefined) | -4.4 | 3.6 | 15.1 | 0.8 | 1.7 | 0.0 | -4.7 | 10.3 | 2.3
O=C(CCC(=O)N1CCC2(CC1)OCCO2)Nc1nnc(C2CCCCC2)s1 | 6.5 | 6.4 | 0.6 | -0.9 | 3.5 | 0.1 | 0.6 | -11.5 | 2.9
O=C1C2CCCN2C(c2cccs2)N1c1ccccn1 (centres undefined) | 11.0 | 2.2 | 1.0 | -2.3 | 0.8 | -0.1 | 11.2 | -3.8 | 0.1
O=C(Cn1ncc2c3ccccc3n(Cc3ccccc3F)c2c1=O)N1CCC2(CC1)OCCO2 | -0.8 | 5.0 | -0.1 | 0.2 | -0.3 | -0.2 | 12.5 | 2.2 | -2.8

3 compounds picked at random from those above:
SMILES | proCasp3 act | core dimer inh | TPT1 inh | CTSL1 counter | PP5 inh | Efflux pump inh | procasp7 counter | JMJD2C inh | PP1 counter
COC(=O)CN1C(=O)C2(C(C(=O)OC)=C(N)Oc3ccccc32)C2=C1CC(C)(C)CC2=O (centres undefined) | -1.5 | 1.1 | -0.8 | -2.3 | -2.1 | 0.0 | 3.8 | -44.5 | -0.8
OC1(c2ccccc2F)CC2CCC(C1)N2CCN1CCOCC1 (centres undefined) | 6.7 | 1.5 | -1.0 | -2.1 | -1.9 | 0.0 | 4.6 | 6.0 | -1.1
CCOc1ccc(N=C2SCCCN2C)cc1 | -12.1 | 1.0 | 1.9 | -0.9 | 0.2 | 0.1 | -14.5 | 10.3 | -4.5
